Screening data (PubChem)
GAA850 FXN act – increases GAA850 frataxin promoter reporter activity | HEK293 lucGAA850 FXN promoter luciferase reporter, 24 h; percent of 10 µM SAHA response | activation, % at 6 µM | 360,000 compounds, 0.56% hits;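 active = activation above the average of all compounds screened plus 3 SD, cutoff fixed separately per campaign, cut at about 7.5% in these data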;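 note: 0% = DMSO wells and 100% = 10 µM SAHA wells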
ADAM10 inh – inhibits human ADAM10; inhibition, % at 7 µM; AID 720582; O14672; 370,000 compounds, 0.62% hits; recombinant ADAM10, EDANS/DABCYL FRET peptide cleavage, 3 h;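 active = inhibition above a per-campaign cutoff equal to the mean of compounds falling between control-based bounds plus 3 SD, cut at about 20% in these data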;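 note: 0% = DMSO wells while the 100% control is not disclosed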
Target sequence (O14672 214-748 limits assumed): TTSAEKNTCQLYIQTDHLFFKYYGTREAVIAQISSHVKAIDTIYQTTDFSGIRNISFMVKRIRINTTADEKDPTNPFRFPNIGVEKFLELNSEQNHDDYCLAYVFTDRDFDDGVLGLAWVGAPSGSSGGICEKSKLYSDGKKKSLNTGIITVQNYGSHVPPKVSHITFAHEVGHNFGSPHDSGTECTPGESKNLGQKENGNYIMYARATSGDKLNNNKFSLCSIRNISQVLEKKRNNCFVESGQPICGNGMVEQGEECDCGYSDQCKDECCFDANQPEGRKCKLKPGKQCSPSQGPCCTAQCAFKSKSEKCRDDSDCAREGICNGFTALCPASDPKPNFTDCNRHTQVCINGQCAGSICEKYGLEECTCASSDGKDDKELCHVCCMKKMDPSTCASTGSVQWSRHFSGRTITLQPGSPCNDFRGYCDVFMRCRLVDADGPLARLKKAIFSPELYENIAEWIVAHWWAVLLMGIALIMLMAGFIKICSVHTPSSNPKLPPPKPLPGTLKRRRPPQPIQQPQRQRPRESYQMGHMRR
hcDAF12 agonist – activates DAF-12 receptor from parasite H. contortus; HEK293 hcDAF-12 lit1-tk-luc reporter, luminescence; 0% DMSO, 100% Δ7-dafachronic acid; 370,000 compounds, 1.4% hits; AID 652067; activation, % at 6.8 µM;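 active = activation above the mean of all tested compounds plus 3 SD, cut at about 5.5% in these data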;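 note: 100% = response to 3 µM Δ7-dafachronic acid high control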
DAX1 inh-1 – DAX1 (NR0B1) inhibition, primary screen. 370,000 compounds, 1.1% hits. inhibition, % at 6.8 µM. AID 652010. HEK293T StAR-luciferase reporter, SF-1/DAX-1 repression relief;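 active = inhibition above the mean over all tested compounds plus 3 SD, cut at about 3.6% in these data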;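 note: 0% = DAX-1 cells with DMSO and 100% = cells lacking DAX-1 with DMSO; higher inhibition means more luminescence from relief of DAX-1 repression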
hgDAF12 agonist – agonists of H. glycines DAF-12 nuclear receptor; 370,000 compounds, 1.8% hits; HEK293 GAL4-hgDAF12 UAS-luciferase reporter, agonist luminescence; normalized to butyrate control; activation, % at 6.8 µM;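 active = activation above a cutoff set at the mean of all screened compounds plus 3 SD, cut at about 10% in these data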;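 note: 0% = DMSO wells and 100% = sodium butyrate wells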
sPLA2-III inh – Inhibits HGIII-sPLA2 liposome hydrolysis, primary screen. AID 743126. Q9NZ20. 370,000 compounds, 0.56% hits. inhibition, % at 12.2 µM. QFRET BODIPY PC-A2 liposome hydrolysis, fluorescence;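 active = inhibition above mean plus 3 SD of compounds lying within the high and low control bounds, cut at about 19% in these data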;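 note: 0% = median of test compound wells and 100% = no enzyme DMSO wells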
Target sequence (Q9NZ20 whole entry, looked up): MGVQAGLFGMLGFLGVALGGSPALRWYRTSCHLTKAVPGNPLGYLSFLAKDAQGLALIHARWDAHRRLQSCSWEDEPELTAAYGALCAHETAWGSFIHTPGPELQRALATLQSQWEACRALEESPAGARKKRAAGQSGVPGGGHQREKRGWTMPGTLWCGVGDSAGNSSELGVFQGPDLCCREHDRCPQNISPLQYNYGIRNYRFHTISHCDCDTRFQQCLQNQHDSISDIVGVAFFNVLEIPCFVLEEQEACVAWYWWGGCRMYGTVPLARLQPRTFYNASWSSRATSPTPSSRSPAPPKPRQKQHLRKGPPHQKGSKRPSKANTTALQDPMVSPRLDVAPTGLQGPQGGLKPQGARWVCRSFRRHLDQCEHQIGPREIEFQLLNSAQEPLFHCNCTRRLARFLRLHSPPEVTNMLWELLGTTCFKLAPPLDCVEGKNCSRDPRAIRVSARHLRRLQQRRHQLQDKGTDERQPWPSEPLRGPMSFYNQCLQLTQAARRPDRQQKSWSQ
ssDAF-12 act – S. stercoralis DAF-12 activation, primary screen; 370,000 compounds, 1% hits; HEK293 ssDAF-12/GRIP1 lit1-tk-luc reporter, luminescence; % of 3 µM dafachronic acid response; activation, % at 6.8 µM;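 active = activation above the mean over all tested compounds plus 3 SD, cut at about 0.9% in these data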;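 note: 0% = DMSO-only wells and 100% = 3 µM delta7-dafachronic acid wells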
GC-B act – GC-B (human) receptor activation; P20594; HEK293-GC-B cells, CNP EC30, cGMP TR-FRET; 0% at EC30 CNP, 100% saturating CNP; activation, % at 10 µM; 370,000 compounds, 0.11% hits; AID 1920062;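 active = activation at 10 µM reaching about 35% in either raw or pattern-adjusted values, limit read from the data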
DAX1 inh-2 – inhibits human nuclear receptor DAX1 | inhibition, % at 6.75 µM | 340,000 compounds, 0.99% hits | P51843 | HEK293 Gal4-DAX1 luciferase reporter, luminescence | AID 504766;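 active = inhibition above the mean over all tested compounds plus 3 SD, cut at about 4.2% in these data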;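 note: 0% = DAX1-transfected cells with DMSO and 100% = empty-vector control cells with DMSO; inhibition shows as a rise in luminescence from relieved DAX1 repression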
NPR1 activator – GC-A (human) enzyme activation | HEK293 GC-A cells, cGMP TR-FRET, EC30 ANP; 0% at EC30 ANP, 100% saturating ANP | activation, % at 10 µM | P16066 | 370,000 compounds, 0.14% hits; in the data active = activation above about 40%
SMARCA2 activ – increases SMARCA2 function in MMTV reporter cells. 370,000 compounds, 1% hits. MG213 cells, MMTV-luciferase reporter, dexamethasone, overnight. activation, % at 9.1 µM; in the data active = activation above about 7.8%;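 note: 0% = vehicle wells and 100% = reference activator wells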
Active calls of the source: *. No enrichment for hits. Share with any hit: about 6.6%.

O=C1/C(=C/c2ccccc2)CN(C(=O)CCN2CCOCC2)C/C1=C\c1ccccc1 was read as GAA850 FXN act -15, ADAM10 inh 2, hcDAF12 agonist -1.5, DAX1 inh-1 -5.2, hgDAF12 agonist -9.1, sPLA2-III inh -10, ssDAF-12 act -2.1, GC-B act -3, DAX1 inh-2 -6.0, NPR1 activator 4 and SMARCA2 activ -9.
Screening Cc1ccc(C)c(NC(=O)CSc2nnc(CNC(=O)c3ccco3)n2C)c1 returned GAA850 FXN act 0.7, ADAM10 inh -1, hcDAF12 agonist -2.6, DAX1 inh-1 -0.5, hgDAF12 agonist -2.5, sPLA2-III inh -2, ssDAF-12 act -1.4, GC-B act 4, DAX1 inh-2 -0.1, NPR1 activator 2 and SMARCA2 activ -4.
`CCCn1c(SC(C)C(=O)NCC2CCCO2)nc2sc(CC)cc2c1=O` (configuration not stated) gave GAA850 FXN act 2.5, ADAM10 inh -13, hcDAF12 agonist -2.2, DAX1 inh-1 -3.0, hgDAF12 agonist -2.7, sPLA2-III inh -1, ssDAF-12 act -1.6, GC-B act 0, DAX1 inh-2 0.2, NPR1 activator -2 and SMARCA2 activ -2.
`N#CCC(=O)N1CCn2c1nc1ccccc12` gave GAA850 FXN act -0.4, ADAM10 inh 1, hcDAF12 agonist 2.0, DAX1 inh-1 -0.2, hgDAF12 agonist 0.2, sPLA2-III inh 0, ssDAF-12 act -0.2, GC-B act 2, DAX1 inh-2 1.2, NPR1 activator -2 and SMARCA2 activ 0.
For NS(=O)(=O)c1ccc(NC(=O)CN2C(=O)CCC2=O)cc1 the results were GAA850 FXN act 1.2, ADAM10 inh -3, hcDAF12 agonist -1.7, DAX1 inh-1 1.1, hgDAF12 agonist 1.5, sPLA2-III inh 5, ssDAF-12 act -1.7, GC-B act 10, DAX1 inh-2 -0.1, NPR1 activator 0 and SMARCA2 activ -3.
`C#CCOCCOCCOCCNc1nc(N2CCN(C(=O)Cn3cc(CCO)nn3)CC2)nc(N2CCN(C(=O)[C@H](C(C)C)n3cc(CCO)nn3)CC2)n1` gave GAA850 FXN act 0.2, ADAM10 inh 2, hcDAF12 agonist -0.4, DAX1 inh-1 0.1, hgDAF12 agonist -0.6, sPLA2-III inh 4, ssDAF-12 act -1.0, GC-B act 4, DAX1 inh-2 0.9, NPR1 activator 2 and SMARCA2 activ 0.
NC(=S)NN=CCn1cc([N+](=O)[O-])c(=O)[nH]c1=O was read as GAA850 FXN act -1.7, ADAM10 inh -14, hcDAF12 agonist -1.7, DAX1 inh-1 0.8, hgDAF12 agonist 1.5, sPLA2-III inh 7, ssDAF-12 act -0.9, GC-B act -8, DAX1 inh-2 -1.0, NPR1 activator 0 and SMARCA2 activ -2.
O=C(CCC1CCCCC1)Nc1nncs1 was read as GAA850 FXN act 0.8, ADAM10 inh -3, hcDAF12 agonist -0.7, DAX1 inh-1 -0.1, hgDAF12 agonist 2.9, sPLA2-III inh -8, ssDAF-12 act -0.8, GC-B act 5, DAX1 inh-2 -0.5, NPR1 activator -2 and SMARCA2 activ 0.
Screening O=C(c1cccc(Cl)c1)N(Cc1cccs1)C1CCS(=O)(=O)C1 (configuration not stated) returned GAA850 FXN act 1.7, ADAM10 inh -1, hcDAF12 agonist -2.0, DAX1 inh-1 -0.3, hgDAF12 agonist 0.4, sPLA2-III inh 2, ssDAF-12 act -1.1, GC-B act -17, DAX1 inh-2 0.7, NPR1 activator -27 and SMARCA2 activ -2.
`O=C(CN1C(=O)C2CC=CCC2C1=O)NC1CCCc2ccccc21` (configuration not stated) gave GAA850 FXN act -1.8, ADAM10 inh -3, hcDAF12 agonist -0.3, DAX1 inh-1 -0.1, hgDAF12 agonist 0.3, sPLA2-III inh 4, ssDAF-12 act -1.0, GC-B act 0, DAX1 inh-2 1.1, NPR1 activator 1 and SMARCA2 activ -3.
Screening Cc1cc2nc(SC(C)C(=O)O)[nH]c2cc1C (configuration not stated) returned GAA850 FXN act -1.2, ADAM10 inh 0, hcDAF12 agonist -0.1, DAX1 inh-1 -0.5, hgDAF12 agonist 1.5, sPLA2-III inh 0, ssDAF-12 act -0.6, GC-B act 4, DAX1 inh-2 0.6, NPR1 activator -1 and SMARCA2 activ -1.
Screening CC(=O)Nc1ccc(NC(=O)c2ccccc2Sc2ccc([N+](=O)[O-])cc2Cl)cc1 returned GAA850 FXN act 0.3, ADAM10 inh -9, hcDAF12 agonist 0.7, DAX1 inh-1 -0.2, hgDAF12 agonist 0.0, sPLA2-III inh 8, ssDAF-12 act -1.2, GC-B act 0, DAX1 inh-2 -0.2, NPR1 activator 4 and SMARCA2 activ -5.
`COc1cc2[nH]c(=S)n(NC(=O)CC(C)C)c(=O)c2cc1OC` gave GAA850 FXN act 0.4, ADAM10 inh -8, hcDAF12 agonist 0.9, DAX1 inh-1 -0.9, hgDAF12 agonist -1.2, sPLA2-III inh 3, ssDAF-12 act -1.5, GC-B act -2, DAX1 inh-2 -0.4, NPR1 activator -1 and SMARCA2 activ -2.
For Cc1noc(C)c1C(=O)N1CCCC(C)(C(=O)NS(=O)(=O)C2CC2)C1 (configuration not stated) the results were GAA850 FXN act 1.4, ADAM10 inh -8, hcDAF12 agonist 1.2, DAX1 inh-1 -0.2, hgDAF12 agonist -1.8, sPLA2-III inh -2, ssDAF-12 act -1.3, GC-B act 10, NPR1 activator 0 and SMARCA2 activ 7.
For CCc1ccc(NC(=S)Nn2cnnc2)cc1 the results were GAA850 FXN act 1.6, ADAM10 inh 3, hcDAF12 agonist 0.6, DAX1 inh-1 0.1, hgDAF12 agonist 0.8, sPLA2-III inh 3, ssDAF-12 act -1.7, GC-B act 5, DAX1 inh-2 0.6, NPR1 activator 1 and SMARCA2 activ -1.
O=C1C2C3CCC(C3)C2C(=O)N1CNc1ccccc1 (configuration not stated) was read as GAA850 FXN act -0.8, ADAM10 inh 4, hcDAF12 agonist -1.6, DAX1 inh-1 -0.4, hgDAF12 agonist 3.1, sPLA2-III inh 9, ssDAF-12 act -0.8, GC-B act 2, DAX1 inh-2 -0.3, NPR1 activator -1 and SMARCA2 activ 1.
CCOc1c(Br)cc(CNCc2cccs2)cc1OC was read as GAA850 FXN act 2.4, ADAM10 inh -2, hcDAF12 agonist -1.6, DAX1 inh-1 0.2, hgDAF12 agonist 0.3, sPLA2-III inh -3, ssDAF-12 act -0.7, GC-B act 4, DAX1 inh-2 -0.6, NPR1 activator 4 and SMARCA2 activ -2.
CC(C)(C)OC(=O)N1CCC[C@@H]1C(=O)N1CCC(C(=O)O)CC1 was read as GAA850 FXN act 0.8, ADAM10 inh 4, hcDAF12 agonist -1.1, DAX1 inh-1 0.0, hgDAF12 agonist 0.0, sPLA2-III inh 5, ssDAF-12 act -1.4, GC-B act 5, DAX1 inh-2 2.9, NPR1 activator 1 and SMARCA2 activ -1.
`COc1cccc(S(=O)(=O)N(C)C[C@H]2OCc3cnnn3CCCC(=O)N([C@@H](C)CO)C[C@H]2C)c1` gave GAA850 FXN act 0.5, ADAM10 inh -16, hcDAF12 agonist -0.1, DAX1 inh-1 0.7, hgDAF12 agonist 0.4, sPLA2-III inh 6, ssDAF-12 act -0.7, GC-B act 0, DAX1 inh-2 1.1, NPR1 activator -1 and SMARCA2 activ -2.
Screening O=C(NCCN1CCOCC1)c1noc2c1CCc1ccccc1-2 returned GAA850 FXN act 5.1, ADAM10 inh 0, hcDAF12 agonist 3.0, DAX1 inh-1 1.2, hgDAF12 agonist 7.3, sPLA2-III inh 1, ssDAF-12 act -0.8, GC-B act 7, DAX1 inh-2 1.0, NPR1 activator 3 and SMARCA2 activ 3.
CC(C)(C)CN1C(=O)C(=O)NC[C@H]1Cc1cccc2ccccc12 was read as GAA850 FXN act -1.9, ADAM10 inh -16, hcDAF12 agonist -1.9, DAX1 inh-1 0.4, hgDAF12 agonist -3.1, sPLA2-III inh 2, ssDAF-12 act -1.1, GC-B act 2, DAX1 inh-2 2.5, NPR1 activator -3 and SMARCA2 activ -1.
For Cn1cc([N+](=O)[O-])c(C(=O)Nc2ccc(-c3nc4ccccc4o3)cc2)n1 the results were GAA850 FXN act 8.8*, ADAM10 inh -3, hcDAF12 agonist -0.6, DAX1 inh-1 -0.2, hgDAF12 agonist 0.9, sPLA2-III inh 7, ssDAF-12 act -0.8, GC-B act -3, DAX1 inh-2 0.6, NPR1 activator -3 and SMARCA2 activ 2.
Screening C=CCn1c(-c2cccc(S(=O)(=O)N3CCOCC3)c2)n[nH]c1=S returned GAA850 FXN act -0.6, ADAM10 inh -14, hcDAF12 agonist 0.1, DAX1 inh-1 1.4, hgDAF12 agonist 0.1, sPLA2-III inh 5, ssDAF-12 act -1.1, GC-B act 2, DAX1 inh-2 0.9, NPR1 activator 0 and SMARCA2 activ -2.
`NC(=O)c1ccc(NC(=O)c2ccc3c(c2)OCO3)cc1` gave GAA850 FXN act 3.9, ADAM10 inh 0, hcDAF12 agonist 4.0, DAX1 inh-1 2.8, hgDAF12 agonist 5.6, sPLA2-III inh 0, ssDAF-12 act 0.4, GC-B act 5, DAX1 inh-2 2.9, NPR1 activator 3 and SMARCA2 activ 5.
`COc1cccc(CNC(=O)COC(=O)C23CC4CC(CC(Cl)(C4)C2)C3)c1` gave GAA850 FXN act -0.4, ADAM10 inh -10, hcDAF12 agonist 0.6, DAX1 inh-1 0.7, hgDAF12 agonist 2.1, sPLA2-III inh 2, ssDAF-12 act -0.2, GC-B act 4, DAX1 inh-2 0.8, NPR1 activator 0 and SMARCA2 activ -1.
`CCN(CC)CCNC(=O)Cn1cnc2sc(C)c(S(=O)(=O)N3CCN(c4ccccc4OC)CC3)c2c1=O` gave GAA850 FXN act 0.4, ADAM10 inh 7, hcDAF12 agonist 0.5, DAX1 inh-1 0.1, hgDAF12 agonist 7.3, sPLA2-III inh -1, ssDAF-12 act -0.7, GC-B act 0, DAX1 inh-2 0.5, NPR1 activator 4 and SMARCA2 activ 1.
For CC(=O)N1CCN(c2ccc(NC(=O)c3ccccc3Cl)cc2)CC1 the results were GAA850 FXN act 1.8, ADAM10 inh -12, hcDAF12 agonist -0.5, DAX1 inh-1 -0.3, hgDAF12 agonist 2.8, sPLA2-III inh 11, ssDAF-12 act -0.9, GC-B act -6, DAX1 inh-2 0.1, NPR1 activator 3 and SMARCA2 activ 0.

Quoted at random: two entries already listed, in no set order.
Screening C=CCn1c(-c2cccc(S(=O)(=O)N3CCOCC3)c2)n[nH]c1=S returned GAA850 FXN act -0.6, ADAM10 inh -14, hcDAF12 agonist 0.1, DAX1 inh-1 1.4, hgDAF12 agonist 0.1, sPLA2-III inh 5, ssDAF-12 act -1.1, GC-B act 2, DAX1 inh-2 0.9, NPR1 activator 0 and SMARCA2 activ -2.
`CCN(CC)CCNC(=O)Cn1cnc2sc(C)c(S(=O)(=O)N3CCN(c4ccccc4OC)CC3)c2c1=O` gave GAA850 FXN act 0.4, ADAM10 inh 7, hcDAF12 agonist 0.5, DAX1 inh-1 0.1, hgDAF12 agonist 7.3, sPLA2-III inh -1, ssDAF-12 act -0.7, GC-B act 0, DAX1 inh-2 0.5, NPR1 activator 4 and SMARCA2 activ 1.
